Screening results (PubChem BioAssay)
DUSP3 inh – inhibitors of human VHR1 phosphatase (DUSP3); P51452; recombinant VHR phosphatase, colorimetric substrate read-out; inhibition, % at 20 µM; 0.7% of 50,000 active; in the data active = inhibition above about 60%; also: some results filed as inactive read as strong as hits
Target sequence (P51452 whole entry, looked up): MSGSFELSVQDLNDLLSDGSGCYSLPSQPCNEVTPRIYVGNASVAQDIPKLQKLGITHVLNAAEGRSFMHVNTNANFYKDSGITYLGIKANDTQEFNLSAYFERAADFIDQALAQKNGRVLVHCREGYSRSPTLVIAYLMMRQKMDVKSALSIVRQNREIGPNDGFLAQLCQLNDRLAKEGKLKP
* marks the source's active call; other numbers are inactive results.

What do the screens show for `COc1ccc(C2CC(c3ccccc3)=NN2c2ccc([N+](=O)[O-])cc2)cc1` (centres undefined)?
DUSP3 inh: -19

What do the screens show for `O=C1ON=C(c2ccccc2)/C1=C\c1ccccc1OCc1ccccc1`?
DUSP3 inh: -4

Results for CCC(=O)NC(Nc1cc(C)ccn1)(C(F)(F)F)C(F)(F)F ?
DUSP3 inh: -13

How did O=C1c2ccc3c4c(ccc(c24)C(=O)N1Nc1ccccc1)CC3 do in these assays?
DUSP3 inh: 2

How did COc1ccc(N(CC(=O)NCc2ccccn2)S(=O)(=O)c2ccccc2[N+](=O)[O-])c(OC)c1 do in these assays?
DUSP3 inh: 9

What do the screens show for `COc1ccc(Cl)cc1N(CC(=O)N1CCCCCC1)S(=O)(=O)c1ccc(C)c([N+](=O)[O-])c1`?
DUSP3 inh: 8

What do the screens show for `Cc1ccc(-n2cnnn2)cc1-n1cnnn1`?
DUSP3 inh: -5

Results for COc1cccc(/C=N/Nc2nc(N3CCCCC3)nc(N3CCCCC3)n2)c1O ?
DUSP3 inh: -5

How did CCOc1ccc(NCC(=O)N/N=C/c2cc([N+](=O)[O-])ccc2O)cc1 do in these assays?
DUSP3 inh: 7

What do the screens show for `C=C1c2cc(C)ccc2NC(=O)N1c1ccc(Cl)c(Cl)c1`?
DUSP3 inh: 26

Results for COc1ccccc1CNC(=O)COc1ccc(Cl)cc1C ?
DUSP3 inh: -11

Results for Cc1c(NC(=S)NCc2ccccc2)c(=O)n(-c2ccccc2)n1C ?
DUSP3 inh: -35

How did CC1(C)CC(=O)c2sc(NC(=O)CSc3nc4ccccc4[nH]3)nc2C1 do in these assays?
DUSP3 inh: -1

How did COc1ccc(CCNC2CCN(Cc3ccccc3)CC2)cc1OC do in these assays?
DUSP3 inh: -5

Results for CCCCOc1ccc(C(=O)Nc2ccc(Cl)cn2)cc1 ?
DUSP3 inh: -1

How did CCn1c2ccccc2c2cc(CN3CCN(Cc4cc(OC)c(OC)cc4[N+](=O)[O-])CC3)ccc21 do in these assays?
DUSP3 inh: 24

What do the screens show for `COC(=O)C1=C(C)NC(=O)NC1c1cc(OC)c(OC)cc1OC` (centres undefined)?
DUSP3 inh: -16

Results for CCOc1cc(C(=O)N(C)c2ccccc2)cc(OCC)c1OCC ?
DUSP3 inh: 26

Results for CN(CCC(=O)NC1CC(C)(C)N(C)C(C)(C)C1)C1CC(C)(C)N(C)C(C)(C)C1 ?
DUSP3 inh: -29

How did CCOC(=O)/C=C/C(=O)Nc1sc(Cc2ccccc2)c(C)c1C(N)=O do in these assays?
DUSP3 inh: 1

How did COc1ccc(S(=O)(=O)N2CCCC2)cc1Br do in these assays?
DUSP3 inh: -27

Results for Cc1ccccc1OCC(=O)Nc1ccccc1CO ?
DUSP3 inh: -6

What do the screens show for `O=C(Nc1ccccc1)Nc1nnc(CSCc2ccccc2F)s1`?
DUSP3 inh: -18

Results for N#Cc1c2c(c(N3CCN(c4ccccn4)CC3)n3c1nc1ccccc13)CCC2 ?
DUSP3 inh: 11

What do the screens show for `Cc1ccc(S(=O)(=O)/N=C(\N)Nc2nc(C)c3ccccc3n2)cc1`?
DUSP3 inh: -8

How did C/C(CCc1ccccc1)=N\NC(=O)CN(Cc1ccco1)S(=O)(=O)c1ccccc1 do in these assays?
DUSP3 inh: -22

How did Cc1c(OCC(=O)OC(C)(C)C)ccc2c(-c3ccccc3)cc(=O)oc12 do in these assays?
DUSP3 inh: -1

How did CCCC(=O)C1=C(O)C(C(=O)OC)C(C)(C)CC1=Nc1cccc2ccccc12 (centres undefined) do in these assays?
DUSP3 inh: -6

Results for C/C(=N/NC(=O)C(=O)N/N=C(/C)c1ccccc1)c1ccccc1 ?
DUSP3 inh: -8

Results for O=C(c1ccc(F)cc1)N1CCc2ccccc21 ?
DUSP3 inh: -42

Results for Cc1cc(NC(=O)c2ccc([N+](=O)[O-])cc2)ccc1-c1cc2ccccc2oc1=O ?
DUSP3 inh: 0

Results for CC(NC(=O)/C(C#N)=C/c1ccc(Cl)c(Cl)c1)c1ccccc1 (centres undefined) ?
DUSP3 inh: 7

What do the screens show for `O=C(O)CCC(=O)NNc1nc(-c2ccccc2)c2cc(Cl)ccc2n1`?
DUSP3 inh: -11

What do the screens show for `CC(C)c1ccc(C2CC(=O)Nc3c2ccc2ccccc32)cc1` (centres undefined)?
DUSP3 inh: -4

How did CCC(Nc1ccc(Br)cc1)C(=O)N/N=C/c1ccc(Cl)cc1Cl (centres undefined) do in these assays?
DUSP3 inh: -5

What do the screens show for `N/C(=N\OC(=O)Cc1ccc(Cl)cc1)c1ccncc1`?
DUSP3 inh: -4

What do the screens show for `CCC(C)N1CCN(Cc2cccc(OC)c2OC)CC1` (centres undefined)?
DUSP3 inh: 7

What do the screens show for `C=CC(=O)NC(NC(=O)C=C)c1ccc(F)cc1`?
DUSP3 inh: -4

What do the screens show for `COCP(=O)(c1ccccc1)c1ccccc1`?
DUSP3 inh: -12

What do the screens show for `CCOC(=O)c1c(NC(=O)CCN2CCN(C)CC2)sc2c1CCCC2`?
DUSP3 inh: -8

What do the screens show for `COc1cc(OC)cc(C(=O)Nc2cc3nn(-c4ccc(C)cc4)nc3cc2C)c1`?
DUSP3 inh: -2

How did CCOc1ccccc1N=Cc1c(O)n(C)c(=O)n(C)c1=O do in these assays?
DUSP3 inh: -50

What do the screens show for `O=C(NC(=S)Nc1ccc(Cl)cc1)c1ccc([N+](=O)[O-])cc1`?
DUSP3 inh: -12

Results for COc1ccccc1NC(=O)C1=C(C)NC(=S)NC1c1ccccc1Br (centres undefined) ?
DUSP3 inh: -11

How did COc1ccc(-c2cc(O)c3c(C)oc(C)c3c(=O)c2)cc1OC do in these assays?
DUSP3 inh: -4

What do the screens show for `COc1ccc(C(=O)c2ccc(OC)cc2)cc1`?
DUSP3 inh: 2

Results for CCCCOc1ccc(NC(=O)CSCC(=O)Nc2ccc3ccccc3c2)cc1 ?
DUSP3 inh: -10

How did C/C(=N\NC(=O)C(O)(c1ccccc1)c1ccccc1)c1ccc(Cl)s1 do in these assays?
DUSP3 inh: -47

How did O=C(Nc1ccccc1C(=O)Nc1ccncc1)c1cccs1 do in these assays?
DUSP3 inh: 4

How did O=C(CCC1C(=O)OCN1C(=O)OCc1ccccc1)ONc1ccc([N+](=O)[O-])cc1 (centres undefined) do in these assays?
DUSP3 inh: -6

How did COc1cc(CC(=O)O)c(C(C)=O)cc1OC do in these assays?
DUSP3 inh: 9

What do the screens show for `COc1ccc(/C=C/C(=O)Nc2cc(C(F)(F)F)ccc2Cl)cc1`?
DUSP3 inh: -21

What do the screens show for `O=C(COc1ccc(Br)cc1)Nc1cccc(NC(=O)c2ccccc2Cl)c1`?
DUSP3 inh: -26

Results for COc1ccc(OCC(=O)N2c3ccc(C)cc3-c3c(ssc3=S)C2(C)C)cc1 ?
DUSP3 inh: 0

Results for O=C(NCc1ccc(Cl)cc1Cl)C(=O)N/N=C/c1ccccc1F ?
DUSP3 inh: -19

How did CCOc1cc(C)cc2oc(=O)c3c(c12)CCCC3 do in these assays?
DUSP3 inh: -5

What do the screens show for `C=C(C)Cn1c(-c2ccc(OC)c(OC)c2)n[nH]c1=S`?
DUSP3 inh: -14

How did Cc1ccc(NC(=O)CCOc2ccccc2)c(C)c1 do in these assays?
DUSP3 inh: -7

How did C=CCN1C(=O)/C(=C/c2ccc(Cl)cc2)C(=O)NC1=S do in these assays?
DUSP3 inh: 26

How did CCCN(CCC)C(=O)c1ccccc1NC(=O)c1cccs1 do in these assays?
DUSP3 inh: 0

How did CCOC(=O)CC1(C)NN=C(c2ccccc2)S1 (centres undefined) do in these assays?
DUSP3 inh: -14

How did CCOC(=O)C1=C(c2ccccc2)N=c2s/c(=C\c3cccnc3)c(=O)n2C1c1cc(OC)ccc1OC (centres undefined) do in these assays?
DUSP3 inh: -2

What do the screens show for `O=C(NC(Nc1ccc(F)cc1)C(Cl)(Cl)Cl)c1ccco1` (centres undefined)?
DUSP3 inh: 54

How did COC(=O)COc1ccc(C=C2C(=O)NC(=S)NC2=O)cc1OC do in these assays?
DUSP3 inh: -4

How did COc1ccc(S(=O)(=O)Nc2ccc(F)cc2F)cc1 do in these assays?
DUSP3 inh: -14

What do the screens show for `Cn1c(=O)n(C)c2cc3[nH]c(C(F)(F)F)nc3cc21`?
DUSP3 inh: -8

How did O=C(c1cnn2c1NC(c1cccs1)CC2C(F)(F)F)N1CCN(C(c2ccccc2)c2ccccc2)CC1 (centres undefined) do in these assays?
DUSP3 inh: 2

What do the screens show for `COc1ccc(OC)c(NC(=O)CN(c2cccc([N+](=O)[O-])c2)S(=O)(=O)c2ccccc2)c1`?
DUSP3 inh: -19

How did CCOc1ccc(OCC)c(S(=O)(=O)NCCCN2CCOCC2)c1 do in these assays?
DUSP3 inh: -2

How did COc1cccc(/C=N/Nc2nc(C)cc(=O)[nH]2)c1O do in these assays?
DUSP3 inh: -3

How did CC(C)COc1ccc(C(=O)Nc2ccc([N+](=O)[O-])cc2Cl)cc1 do in these assays?
DUSP3 inh: -12

Results for COc1cccc(C2Nc3ccccc3NC3=C2C(=O)CC(c2ccccc2Cl)C3)c1OC (centres undefined) ?
DUSP3 inh: -2

How did Cc1c(C(=O)N2CCCCC2)sc(NC(=O)Cc2ccccc2)c1C#N do in these assays?
DUSP3 inh: 3

What do the screens show for `CCCC(=O)NC(c1ccc(Cl)cc1)c1ccc2cccnc2c1O` (centres undefined)?
DUSP3 inh: -10

Results for O=c1/c(=C/c2ccc(C(F)(F)F)cc2)sc2nc3ccccc3n12 ?
DUSP3 inh: -14

What do the screens show for `COc1ccc(Cl)cc1NC(=O)c1cc(-c2cccs2)nc2ccccc12`?
DUSP3 inh: -7

Results for CCCCNC(=O)CCC(=O)NN(C)C ?
DUSP3 inh: -5

What do the screens show for `Clc1ccc(N2CCN(/N=C/c3ccc(Cl)cc3Cl)CC2)cc1`?
DUSP3 inh: 2

What do the screens show for `O=C1c2cccc3cccc(c23)C(=O)N1c1ccc(Br)cn1`?
DUSP3 inh: 10

Results for Cc1nccn1-c1c([N+](=O)[O-])c(=O)n(C)c2ccccc12 ?
DUSP3 inh: 8

What do the screens show for `COc1ccccc1CNC(=O)c1cccc(F)c1`?
DUSP3 inh: -17

What do the screens show for `O=C(COc1ccc(-c2ccccc2)cc1)NCc1ccco1`?
DUSP3 inh: 1

What do the screens show for `O=C1C(=O)N(c2cccc([N+](=O)[O-])c2)C(c2ccccc2Cl)/C1=C(/O)c1ccccc1` (centres undefined)?
DUSP3 inh: -7

Results for COc1cc(NC(=O)CCCOc2ccc(Cl)cc2Cl)c(OC)cc1Cl ?
DUSP3 inh: -8

What do the screens show for `CC(=O)Nc1ccccc1NC(=O)COc1ccc(Br)c(C)c1`?
DUSP3 inh: -12

What do the screens show for `O=C1CC(c2ccccc2)CC(O)=C1C=NCC1CCCO1` (centres undefined)?
DUSP3 inh: 5

What do the screens show for `O=C1CC2c3ccccc3C1C1C(=O)N(c3cccc(Br)c3)C(=O)C21` (centres undefined)?
DUSP3 inh: 0

How did COc1cc(NC(=O)c2cc(Cl)ccc2OC)ccc1NC(=O)c1ccco1 do in these assays?
DUSP3 inh: -24

Results for O=C(N/N=C/C=C/c1ccccc1[N+](=O)[O-])c1cc(-c2ccccc2)n[nH]1 ?
DUSP3 inh: -6

What do the screens show for `COC(=O)C1=NNC2C(=O)N(Cc3ccccc3)C(=O)C12` (centres undefined)?
DUSP3 inh: -34

What do the screens show for `CC(C)C(=O)N1CCN(c2ccc(F)cc2)CC1`?
DUSP3 inh: -34

How did O=C(O)c1cc(NC(=O)c2ccc(I)cc2)cc(C(=O)O)c1 do in these assays?
DUSP3 inh: -18

Results for COC(=O)C1=C(C)N(CC2CCCO2)C(=O)/C1=C\c1ccc([N+](=O)[O-])cc1 (centres undefined) ?
DUSP3 inh: 1

How did C=CCC1(C#N)C(SC)=NC2=C(C(=O)CC(C)(C)C2)C1c1ccccc1 (centres undefined) do in these assays?
DUSP3 inh: -8

Results for COc1ccc(OC)c(NC(=S)NC(NC(=O)c2ccccc2Cl)C(Cl)(Cl)Cl)c1 (centres undefined) ?
DUSP3 inh: -16

What do the screens show for `CCOC(=O)C(CCCOc1ccccc1F)C(=O)OCC`?
DUSP3 inh: -18

A stretch of the results above:
What do the screens show for `CC(=O)Nc1ccccc1NC(=O)COc1ccc(Br)c(C)c1`?
DUSP3 inh: -12

What do the screens show for `O=C1CC(c2ccccc2)CC(O)=C1C=NCC1CCCO1` (centres undefined)?
DUSP3 inh: 5

What do the screens show for `O=C1CC2c3ccccc3C1C1C(=O)N(c3cccc(Br)c3)C(=O)C21` (centres undefined)?
DUSP3 inh: 0

How did COc1cc(NC(=O)c2cc(Cl)ccc2OC)ccc1NC(=O)c1ccco1 do in these assays?
DUSP3 inh: -24

Results for O=C(N/N=C/C=C/c1ccccc1[N+](=O)[O-])c1cc(-c2ccccc2)n[nH]1 ?
DUSP3 inh: -6

What do the screens show for `COC(=O)C1=NNC2C(=O)N(Cc3ccccc3)C(=O)C12` (centres undefined)?
DUSP3 inh: -34

What do the screens show for `CC(C)C(=O)N1CCN(c2ccc(F)cc2)CC1`?
DUSP3 inh: -34

How did O=C(O)c1cc(NC(=O)c2ccc(I)cc2)cc(C(=O)O)c1 do in these assays?
DUSP3 inh: -18

Results for COC(=O)C1=C(C)N(CC2CCCO2)C(=O)/C1=C\c1ccc([N+](=O)[O-])cc1 (centres undefined) ?
DUSP3 inh: 1

How did C=CCC1(C#N)C(SC)=NC2=C(C(=O)CC(C)(C)C2)C1c1ccccc1 (centres undefined) do in these assays?
DUSP3 inh: -8

Results for COc1ccc(OC)c(NC(=S)NC(NC(=O)c2ccccc2Cl)C(Cl)(Cl)Cl)c1 (centres undefined) ?
DUSP3 inh: -16

What do the screens show for `CCOC(=O)C(CCCOc1ccccc1F)C(=O)OCC`?
DUSP3 inh: -18

Following part.
How did COc1ccc(OC)c(C(=O)c2coc3ccc(O)c(CN(C)C)c23)c1 do in these assays?
DUSP3 inh: 0

What do the screens show for `COC(=O)c1ccc(/C=C2\C(=O)NC(=O)N(c3cc(C)cc(C)c3)C2=O)cc1`?
DUSP3 inh: 4

Results for O=Cc1cn(Cc2ccc(Cl)c(Cl)c2)c2ccccc12 ?
DUSP3 inh: -11

What do the screens show for `COCc1cc(=O)n2[nH]c(-c3ccc(Br)cc3)cc2n1`?
DUSP3 inh: 8

How did COc1ccc(NC(=O)CN(c2c(C)n(C)n(-c3ccccc3)c2=O)S(=O)(=O)c2ccccc2)cc1 do in these assays?
DUSP3 inh: -19

What do the screens show for `c1ccc2sc(SCSc3nc4ccccc4s3)nc2c1`?
DUSP3 inh: -35

Only part of the results is shown; the hit share may differ from the screen's.
